# PfHsp90 set2: growth inhibition of PfHsp90-expressing yeast, primary screen, antimalarial PfHsp90 inhibitor project, S. cerevisiae, BacTiter-Glo luminescence, single point, set 2; BacTiter-Glo ATP, 48 h; yeast lacking PDR1 and PDR3 efflux regulators; inhibition, % at 9.4 µM; actives 0.32% (n = 310,000);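 active = every replicate shows inhibition above about 80%, whatever the replicate mean, limit read from the data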;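 note: 0% = DMSO neutral controls and 100% = 20 µM radicicol positive controls; yeast relying on Plasmodium falciparum Hsp90 in place of its own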
# AddAB inh: growth inhibition of E. coli expressing H. pylori AddAB, primary screen, AddAB inhibitor project, absorbance. actives 0.29% (n = 330,000). inhibition, % at 11.9 µM; in the data active = inhibition above about 12%;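 note: 0% = vehicle wells of infected cells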
# PKA-R1A activ: activators of PKA-R1A holoenzyme, primary screen, biochemical, fluorescence polarization, Cy5-IP20, bovine R1A, mouse PKAc; PKA-R1A dissociation; scaled: DMSO 0%, 113 µM cGMP 100%; activation, % at 11.4 µM; actives 0.083% (n = 340,000);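 active = percent activation above the mean of all tested compounds plus 3 SD, cut at about 19% in these data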;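 note: higher means more PKAc released from R1A so a rise in polarization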
# phage Ecoli inh: growth loss of phage-infected E. coli, primary screen, RecBCD inhibitor project, absorbance, with phage, HTS. inhibition, % at 11.9 µM. actives 0.26% (n = 360,000). AID 651602, 2012; in the data active = inhibition above about 11%
# PKA-R2B activ: activators of PKA-R2B holoenzyme, primary screen, biochemical, fluorescence polarization, Cy5-IP20, human | cAMP-dependent protein kinase catalytic subunit beta (Homo sapiens) + cAMP-dependent … | PKA-R2B holoenzyme dissociation; R2B truncated from residue 108, S112A mutant; 0% DMSO only, 100% 113 µM cGMP | activation, % at 11.4 µM | actives 0.079% (n = 340,000);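 active = activation above a cutoff set at the mean over all compounds plus 3 SD, cut at about 18% in these data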;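 note: higher means more holoenzyme dissociation and a rise in polarization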
# Target sequence (P31323 whole entry, looked up, other chains not shown, the tested form may be a part): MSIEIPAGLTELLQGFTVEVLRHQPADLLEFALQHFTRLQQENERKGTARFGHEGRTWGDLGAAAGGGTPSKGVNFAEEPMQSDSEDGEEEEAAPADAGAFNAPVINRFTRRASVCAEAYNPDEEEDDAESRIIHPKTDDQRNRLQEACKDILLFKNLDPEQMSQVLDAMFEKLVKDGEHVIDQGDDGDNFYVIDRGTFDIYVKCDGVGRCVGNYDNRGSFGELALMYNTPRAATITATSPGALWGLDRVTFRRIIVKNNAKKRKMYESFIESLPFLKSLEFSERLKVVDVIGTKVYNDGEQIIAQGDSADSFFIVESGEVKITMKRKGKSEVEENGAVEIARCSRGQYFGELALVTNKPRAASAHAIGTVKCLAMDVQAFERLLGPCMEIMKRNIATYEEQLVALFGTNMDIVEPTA
# OPRM1-OPRD1 ag: agonists of OPRM1-OPRD1 heterodimerization, primary screen, cell-based, luminescence; Mu-type opioid receptor (Homo sapiens) + Delta-type opioid receptor (Homo sapiens), …; cells; activation, % at 9.3 µM; actives 0.3% (n = 340,000); AID 504326, 2011; in the data active = activation above about 18%;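 note: 0% = vehicle-treated cells and 100% = reference agonist; values of inactives mirror those of a sister screen read the other way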
# Tat transport: E. coli Tat export inhibitors, primary screen, MC4100, TorA-mCherry reporter, fluorescence, single point; AID 488895, 2010; actives 0.036% (n = 340,000); inhibition, % at 10 µM;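 active = mean replicate inhibition at least 50% and at least half of replicates individually reaching 50%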;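 note: exported cargo escapes ClpAP degradation while cytoplasmic cargo is degraded and loses fluorescence; 0% = median of neutral control wells and 100% = median of NaSCN control wells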
# HTR5A inv ag: HTR5A inverse agonists in luminescence cell assay, primary screen, counter-screen for OPRM1-OPRD1 heterodimer inverse agonist project, full-deck HTS; actives 0.083% (n = 340,000); inhibition, % at 9.3 µM; HTR5A cell line, inverse agonism; 5-hydroxytryptamine receptor 5A (Homo sapiens), P47898; in the data active = inhibition mostly above about 23%, no sharp cut-off; inactive = mostly below about 18%;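 note: 0% = cells with DMSO and 100% = no-cell wells with DMSO; some compounds called inactive have numbers as strong as hits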
# Target sequence (P47898 whole entry, looked up): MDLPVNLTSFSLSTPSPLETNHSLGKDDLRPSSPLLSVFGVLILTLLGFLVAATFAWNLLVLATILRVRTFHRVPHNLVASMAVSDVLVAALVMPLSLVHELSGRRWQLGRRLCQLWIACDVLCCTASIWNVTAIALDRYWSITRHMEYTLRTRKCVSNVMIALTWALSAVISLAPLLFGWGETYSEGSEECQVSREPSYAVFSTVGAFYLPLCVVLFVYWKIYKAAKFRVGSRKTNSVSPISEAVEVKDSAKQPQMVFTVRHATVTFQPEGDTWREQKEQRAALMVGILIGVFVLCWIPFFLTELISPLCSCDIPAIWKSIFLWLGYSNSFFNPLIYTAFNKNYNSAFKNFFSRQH
# SUMO Mot1 rescue: yeast Mot1-301 growth rescue at high temperature, primary screen, SUMOylation pathway inhibitor project, S. cerevisiae, ATP luminescence, 38.5C; growth rescue, % at 18.8 µM; S. cerevisiae Mot1-301 growth rescue; percent above DMSO median, 100 means doubled; actives 1% (n = 320,000); AID 2716, 2010;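 active = every valid replicate shows activation above 250% relative to neutral control wells; inactive = the rest, any valid replicate at or below 250%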;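 note: OY570 slx delta 5 strain wells were the positive control but not used for scaling; some compounds called inactive have numbers as strong as hits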
# OPRM1-OPRD1 inv: inverse agonists of MOR-DOR heterodimerization, primary screen, cell-based, luminescence; cell-based MOR-DOR heterodimer luminescence, inverse agonism; Mu-type opioid receptor (Homo sapiens) + Delta-type opioid receptor (Homo sapiens), …; AID 504357, 2011; actives 0.21% (n = 340,000); inhibition, % at 9.3 µM; in the data active = inhibition above about 22%, passing the limit was not always enough;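 note: 0% = cells with DMSO and 100% = wells without cells with DMSO; values of inactives mirror those of a sister screen read the other way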
# Ecoli viability: E. coli V3065 growth inhibition, primary screen, counter-screen for AddAB inhibitor project, absorbance, OD600; actives 0.27% (n = 330,000); inhibition, % at 11.9 µM; AID 449728, 2010; 18 h;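 active = inhibition above the campaign's mean inhibition across all tested compounds plus 3 SD, cut at about 9.9% in these data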;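 note: uninfected addAB+ strain grown without phage in ampicillin broth; 0% = DMSO wells and 100% = ciprofloxacin 0.95 µg/ml wells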
# Numbers without * were called inactive; x = not tested or not shown. Random draw from the library. Share with any hit: about 2.2%.
SMILES,PfHsp90 set2,AddAB inh,PKA-R1A activ,phage Ecoli inh,PKA-R2B activ,OPRM1-OPRD1 ag,Tat transport,HTR5A inv ag,SUMO Mot1 rescue,OPRM1-OPRD1 inv,Ecoli viability
CCC(=O)Nc1cccc(C(=O)OC)c1,-1,1.5,-10,5.0,-15,-3.8,-17,-19,6,19,-0.3
CCCCC(=O)Nc1ccc(NC(=O)c2cccnc2)cn1,8,2.9,3,2.5,-4,-0.1,7,-21,909,1,-1.4
COc1cccc(CNC(=O)c2cccc(S(=O)(=O)N3CCN(Cc4ccccc4)CC3)c2)c1,4,x,5,2.6,3,-3.6,0,11,x,14,x
CCOc1ccc(S(=O)(=O)N2CCN(C(=O)c3oc4ccc(OC)cc4c3C)CC2)cc1,x,x,-7,-0.8,3,-3.5,11,13,x,18,x
NC(=O)c1sc2nc(N3CCCCC3)c3c(c2c1N)CCCC3,-8,0.2,-3,2.2,13,-3.3,-19,-15,-32,16,1.8
COc1cc(CCC(=O)OCC(=O)Nc2c(C)cccc2C(C)C)cc(OC)c1OC,21,1.8,-1,1.6,0,0.2,0,-7,0,-1,-0.3
CCN(CCn1cccn1)C(=O)C1CCC(=O)N(CC2CCCCC2)C1 (stereo unspecified),-40,1.7,-2,1.8,1,-0.7,3,-28,-3,4,-0.8
O=C(N/N=C\c1ccc(Br)o1)C1COc2ccccc2O1 (stereo unspecified),-26,0.6,-8,5.2,3,0.2,-2,-11,-22,-2,0.9
O=C(C1CCN(c2nnnn2-c2ccccc2)CC1)N1CCN(c2ccccc2)CC1,0,1.8,-4,2.9,1,-2.5,1,17,95,12,-0.1
Cc1ccc(-c2csc3ncnc(NCCC(=O)O)c23)cc1C,-15,0.7,0,2.1,-9,4.6,-1,-31,17,-23,1.5
O=C(COC(=O)Cc1c(F)cccc1Cl)NC(=O)Nc1ccccc1F,x,-1.5,-4,0.1,-13,3.4,-9,-23,-10,-15,1.0
Cc1ccc(C)c(N2CCN(CC(=O)Nc3ccc4[nH]c(=O)[nH]c4c3)CC2)c1,11,-0.7,-2,4.5,5,-0.7,0,-10,6,4,-0.1
Cc1cc(C)cc(NC(=O)C2CCN(c3nccs3)CC2)c1,4,0.1,-8,3.8,7,-1.7,36,-6,144,10,-0.5
CN(C)S(=O)(=O)c1cc(S(=O)(=O)N(C)C)c(Cl)cc1N,42,-2.0,-2,1.4,-5,-0.4,4,12,-9,2,-0.4
CC(=O)Nc1sc(C)c(C)c1C(=O)Nc1ccc(C)cc1,-14,-1.7,-4,-0.8,-9,-0.8,3,22,8,5,-2.5
COc1ccc(CNC(=O)c2cc3cccc(OC)c3oc2=N)cc1,6,-1.7,3,0.1,-3,-0.6,6,1,166,3,-1.9
Cc1ccccc1N(C(=O)c1snc(C(N)=O)c1N)C(C(=O)NCC1CCCO1)c1ccc(F)cc1 (stereo unspecified),-9,3.3,6,2.0,-6,0.0,9,6,-14,0,1.1
Cc1ccc(NC(=O)COC(=O)c2cc(Cl)cc(Cl)c2)c(Br)c1,5,-1.9,9,2.5,0,-1.0,-4,0,x,5,1.2
O=C(Nc1ccc(F)cc1)NC1CCCc2ccccc21 (stereo unspecified),-1,-0.1,-4,0.4,2,1.0,3,-9,5,-4,-0.4
CC1CN(c2ccc(NC(=O)c3ccco3)cc2C(=O)O)CC(C)O1 (stereo unspecified),9,-0.2,-6,-1.1,-12,-2.3,1,7,-1,11,-0.4
O=C(NCc1ccccc1)c1ncn(Cc2ccccc2)c1C(=O)NCc1ccccc1,13,1.3,-12,2.8,1,0.3,4,13,7,-2,0.0
Cc1ccc2c(c1)CCCN2C(=O)c1ccoc1C,0,-4.2,-17,1.0,2,-0.2,-3,-16,-2,1,-0.5
CC1(C)C2CCC1(CS(=O)(=O)Nc1ccc(S(=O)(=O)N3CCCC3)cc1)C(=O)C2 (stereo unspecified),35,-1.6,4,2.8,-7,-1.5,-2,-17,-11,8,-1.4
CCc1cc(=O)oc2c(C)c(OCC(=O)NCCCn3ccnc3)ccc12,-10,2.2,0,2.6,1,-3.2,8,-18,13,17,2.2

# Exported field by field: entries from further up
> Cc1ccc(NC(=O)COC(=O)c2cc(Cl)cc(Cl)c2)c(Br)c1
  PfHsp90 set2: 5 | AddAB inh: -1.9 | PKA-R1A activ: 9 | phage Ecoli inh: 2.5 | PKA-R2B activ: 0 | OPRM1-OPRD1 ag: -1.0 | Tat transport: -4 | HTR5A inv ag: 0 | SUMO Mot1 rescue: x | OPRM1-OPRD1 inv: 5 | Ecoli viability: 1.2

> O=C(Nc1ccc(F)cc1)NC1CCCc2ccccc21 (stereo unspecified)
  PfHsp90 set2: -1 | AddAB inh: -0.1 | PKA-R1A activ: -4 | phage Ecoli inh: 0.4 | PKA-R2B activ: 2 | OPRM1-OPRD1 ag: 1.0 | Tat transport: 3 | HTR5A inv ag: -9 | SUMO Mot1 rescue: 5 | OPRM1-OPRD1 inv: -4 | Ecoli viability: -0.4

# More results:
SMILES,PfHsp90 set2,AddAB inh,PKA-R1A activ,phage Ecoli inh,PKA-R2B activ,OPRM1-OPRD1 ag,Tat transport,HTR5A inv ag,SUMO Mot1 rescue,OPRM1-OPRD1 inv,Ecoli viability
CCOc1ccc(CCNC(=O)Cn2cccc2C(=O)c2ccccc2C)cc1OCC,-35,0.7,-3,1.3,-1,-1.4,2,-12,8,8,-2.0
O=C(Nc1ccc(Cl)cc1)c1ccc(S(=O)(=O)N2CCOCC2)cc1,-65,2.8,3,0.8,-8,-0.5,-8,-22,156,3,-0.3
COc1ccccc1CNC(=O)CCS(=O)(=O)Cc1ccc(C)cc1,-82,3.4,6,0.5,-19,-0.6,-2,18,-11,3,2.3
Cc1ccc(CNC(=O)C2CCC(CNc3c(N4CCOCC4)c(=O)c3=O)CC2)cc1 (stereo unspecified),17,-1.4,-9,3.0,-1,-0.6,-10,-10,1,4,-3.2
Cn1c(O)c(N=NC(=O)CNC(=O)c2ccco2)c2ccccc21,5,2.6,-2,1.6,-4,0.2,1,-16,-11,-1,-1.5
O=C(NCCSCc1ccccc1)c1ccc(F)cc1,17,4.7,-13,3.4,-5,0.7,-1,8,-2,-4,-0.5
Cc1cc(OCCCC(=O)NNC(=O)c2ccncc2)ccc1Cl,-6,5.0,-9,0.2,-11,0.5,5,-9,3,-3,-0.4
COc1ccc(CN(C(=O)c2oc3cc(C)ccc3c2C)C2CCS(=O)(=O)C2)cc1OC (stereo unspecified),-16,-1.2,-14,1.0,-7,-0.1,9,16,3,1,-0.6
Brc1cccc(C2CC(c3ccccc3)n3nnnc3N2)c1 (stereo unspecified),2,1.6,-12,0.3,-4,-1.6,7,-9,-6,10,0.4
CCN(c1ccccc1)S(=O)(=O)c1cc(C(=O)NCc2ccco2)ccc1C,22,-1.1,-10,2.2,-1,-2.2,-3,-1,x,8,-2.5
Cc1ccccc1NC(=O)CSc1ccc(-c2ccccn2)nn1,24,4.9,2,7.5,-7,0.1,7,-7,-13,0,3.3
Nc1nc(Nc2ccccc2F)nc(NCc2ccccc2)c1[N+](=O)[O-],-10,0.9,-3,1.2,-3,6.0,4,-28,163,-29,1.6
CC(CNS(=O)(=O)c1ccccc1)Sc1nncn1C (stereo unspecified),-12,3.9,-7,1.1,1,-1.4,0,-21,64,7,-0.3
O=C(CSCc1ccc(Cl)cc1)Nc1ccc(Br)cc1C(=O)O,-1,1.9,-9,0.1,-19,-0.7,-4,2,-27,3,0.3
CCOC(=O)N1CCN(C2=C(NS(=O)(=O)c3ccc(C)cc3)C(=O)c3ccccc3C2=O)CC1,1,2.0,-7,1.3,1,3.3,0,8,8,-17,-2.1
CCOc1ccccc1NC(=O)c1ccc2c(c1)C(=O)N(CC(C)C)C2=O,21,6.8,4,2.0,2,-2.5,-3,0,551*,13,3.1
CC1(C)O[C@@H]2[C@H](O1)[C@@H](COS(=O)(=O)O)O[C@H]2n1c(=S)[nH]c2c(=O)[nH]c(N)nc21,37,2.1,-3,-0.8,-9,-0.9,-15,-23,-10,5,1.1
COc1ccc(-c2nc(N)ncc2-c2csc(C)n2)c(O)c1,3,-0.1,-14,3.6,4,-0.6,-6,-13,79,4,1.6
COc1ccccc1CN(C)C(=O)c1cccc(S(=O)(=O)N2CCc3ccccc3C2)c1,x,-2.3,1,1.9,-15,-0.9,7,-4,0,3,-1.4
O=S1(=O)CC(O)C(NCc2ccco2)C1 (stereo unspecified),10,4.0,-4,4.5,3,-3.8,-1,-17,4,19,-0.1
COc1cc(C(=O)NNC2=NC(C)(C)Cc3cc(C)c(C)cc32)cc(OC)c1OC,7,3.3,-2,3.0,2,4.4,2,-14,9,-21,1.1
O=C1c2ccccc2C(Nc2ccc(S(=O)(=O)N3CCCCCC3)cc2)N1c1ccccn1 (stereo unspecified),3,-3.5,0,3.5,7,-1.6,-5,-22,16,9,-1.9
CN(/N=C/c1ccc2c(c1)OCO2)c1ccccc1,-52,5.0,4,2.7,11,6.6,-11,3,5,-35,-2.2
CO/N=C/c1c(C(=O)OC)nn(-c2ccccc2)c1Cl,-5,3.6,-8,2.2,2,-1.2,3,-4,0,6,2.3
CCOC(=O)C1CCCCN1C(=O)CCn1nnnc1CN1CCOCC1 (stereo unspecified),-9,2.4,6,2.2,-10,-2.1,-3,-23,-3,11,-1.6
COc1cc(/C=N/Nc2ccc(Cl)c(C(=O)O)c2)ccc1OC(=O)c1cccs1,x,1.4,-9,0.4,2,-3.4,-14,0,-10,17,-1.1
CCOc1cccc(C(=O)NC(=S)Nc2cccc(C)c2)c1,-10,2.4,10,2.5,-6,3.7,-1,-8,36,-19,-0.5
O=C(NCc1csc(-c2cccs2)n1)Nc1ccc(F)cc1F,0,-2.8,1,2.8,-2,-0.1,4,5,438*,0,0.4
Cc1cc(Nc2c(C)cccc2C)n2nc(C)nc2n1,9,1.9,-8,2.3,-7,-3.1,-1,8,5,16,0.0
CC1=NN(C(=O)c2nn(C)cc2Br)C(O)(C(F)(F)F)C1 (stereo unspecified),1,-1.8,8,-9.4,-2,-2.1,0,18,12,13,0.6
C=CCOc1c(Br)cc(/C=C(\C#N)C(N)=O)cc1OC,4,2.2,5,-0.2,-5,-1.7,0,-9,-12,9,0.4
Cc1c(C(=O)N(Cc2cccc(Br)c2)C2CCS(=O)(=O)C2)oc2ccccc12 (stereo unspecified),-16,0.9,1,-1.9,-5,1.1,15,1,-11,-6,-2.9

# Source: PubChem
